Screens deposited in PubChem by Sanford-Burnham Center for Chemical Genomics.
ATG4B inhibitor: inhibitors of human ATG4B cysteine protease. Q9Y4P1. ATG4B cleavage of LC3-PLA2, NBD-HPC fluorescence, 1 h. inhibition, % at 8.33 µM. 0.51% of 340,000 active. AID 504462; in the data active means inhibition above about 40%
Target sequence (Q9Y4P1 whole entry, looked up): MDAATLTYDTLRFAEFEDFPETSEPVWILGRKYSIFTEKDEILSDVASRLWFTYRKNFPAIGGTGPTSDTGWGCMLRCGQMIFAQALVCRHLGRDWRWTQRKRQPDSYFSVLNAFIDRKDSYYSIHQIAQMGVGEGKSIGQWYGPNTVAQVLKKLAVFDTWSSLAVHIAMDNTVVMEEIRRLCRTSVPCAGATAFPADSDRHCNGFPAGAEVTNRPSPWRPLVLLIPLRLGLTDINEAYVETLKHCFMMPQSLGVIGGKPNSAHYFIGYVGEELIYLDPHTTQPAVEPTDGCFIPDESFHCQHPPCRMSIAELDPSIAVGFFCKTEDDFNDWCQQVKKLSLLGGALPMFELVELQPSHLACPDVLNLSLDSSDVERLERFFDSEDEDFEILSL
TIM10 inh: growth inhibitors of TIM10 yeast strain | S. cerevisiae TIM10 strain growth, BacTiter-Glo luminescence, 24 h | inhibition, % at 10 µM | 1.4% of 330,000 active | AID 463195;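 active means inhibition of 40% or more at the single tested concentration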;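 further: wild-type TIM10 isogenic control strain grown at permissive 25 °C; 0% = DMSO yeast wells and 100% = minimal medium wells without yeast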
mIAP block: blocks mouse intestinal alkaline phosphatase. purified mouse IAP, CDP-Star luminescence, 30 min. inhibition, % at 10 µM. AID 2806. 0.2% of 330,000 active;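 active means inhibition of at least 40% at 10 µM in the primary screen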;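 further: plate controls were DMSO with enzyme for no effect and no enzyme wells for full effect; values of inactives mirror those of a sister screen read the other way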
mIAP activ: mouse IAP activation; muIAP, CDP-Star luminescence, 30 min; active compounds read high; 1 = vehicle-only enzyme signal, 0 = enzyme-free wells; activation factor at 10 µM; 0.24% of 330,000 active; AID 2805;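 active means activation factor of at least 2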; further: the source names both 10 and 20 µM as test concentration; values of inactives mirror those of a sister screen read the other way
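System: Mouse IAP enzyme | Also added: CDP-Star substrate | Dosing: Compounds dispensed in DMSO | Schedule: 30 min enzyme-substrate-compound incubation at room temperature | Technique: Chemiluminescence readout | Control set: DMSO-only wells and no-enzyme negative control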
Apaf-1 inh: inhibitors of human Apaf-1 apoptosome | reconstituted apoptosome caspase-3 activity, DEVD-Rh110 fluorescence | inhibition, % at 20 µM | 0.71% of 330,000 active; active means inhibition of at least 40% at 20 µM;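 further: plate controls were DMSO wells for no effect and DEVD-CHO caspase inhibitor wells for full effect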
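detection = Rh110 fluorescence intensity | test system = biochemical Apaf-1 apoptosome reconstitution | also added = cytochrome c and DEVD-Rh110 substrate | schedule = 30 min plus 50 min, RT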
hIAP activ: increases human intestinal alkaline phosphatase activity. purified human IAP, CDP-Star luminescence, 30 min; active compounds read high; 1 = vehicle-only enzyme, 0 = enzyme-free background. activation factor at 10 µM. 0.16% of 330,000 active. AID 2524;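 active means activation factor of the enzyme at least 2-fold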; further: the source names both 10 and 20 µM as test concentration; values of inactives mirror those of a sister screen read the other way
Target sequence (P09923 whole entry, looked up): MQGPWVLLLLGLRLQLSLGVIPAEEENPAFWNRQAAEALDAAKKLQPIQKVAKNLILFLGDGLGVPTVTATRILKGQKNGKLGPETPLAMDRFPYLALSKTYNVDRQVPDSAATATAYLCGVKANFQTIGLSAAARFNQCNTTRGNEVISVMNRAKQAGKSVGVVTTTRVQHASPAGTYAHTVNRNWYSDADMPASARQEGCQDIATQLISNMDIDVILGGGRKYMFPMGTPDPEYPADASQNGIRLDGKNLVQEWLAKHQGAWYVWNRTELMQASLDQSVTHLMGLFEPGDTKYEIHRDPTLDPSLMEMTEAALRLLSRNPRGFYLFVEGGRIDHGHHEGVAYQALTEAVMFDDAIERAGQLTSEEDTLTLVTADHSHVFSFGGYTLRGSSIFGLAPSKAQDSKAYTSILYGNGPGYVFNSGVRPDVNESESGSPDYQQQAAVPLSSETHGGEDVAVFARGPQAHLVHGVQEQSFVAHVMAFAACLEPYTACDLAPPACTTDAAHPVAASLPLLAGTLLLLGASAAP
NLRP3 yeast inh: blocks the NALP3 inflammasome reconstituted in yeast; Yeast reconstituted NLRP3/ASC/caspase-1, beta-gal luminescence, 24 h; inhibition, % at 10 µM; 0.39% of 330,000 active;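 active means inhibition of 50% or more; inactive means inhibition below 50%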;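 further: plate controls were induced DMSO wells for no effect and uninduced yeast grown without galactose for full effect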
tim10-1 inh: tim10-1 yeast growth inhibition | inhibition, % at 20 µM | 2.2% of 330,000 active | S. cerevisiae tim10-1 ts strain growth, BacTiter-Glo, 24 h;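 active means inhibition of at least 40%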;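 further: mutant grown at 25 °C; 0% = DMSO wells with yeast and 100% = wells holding no yeast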
hIAP block: human IAP inhibition | P09923 | purified IAP, CDP-Star luminescence, 30 min | inhibition, % at 10 µM | 0.12% of 330,000 active | AID 2544;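 active means inhibition reaching a set limit with compound at 10 µM in the primary screen, cut at about 35% in these data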;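 further: plate controls were DMSO wells with enzyme for no effect and no-enzyme buffer wells for full effect; values of inactives mirror those of a sister screen read the other way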
The depositor's hits bear a star; / = no result given.

SMILES	ATG4B inhibitor	TIM10 inh	mIAP block	mIAP activ	Apaf-1 inh	hIAP activ	NLRP3 yeast inh	tim10-1 inh	hIAP block
CCC(C)(C)c1nnc(NC(=O)c2cccc([N+](=O)[O-])c2)s1	0	5	10	0.9	3	1	5	12	-4
O=[N+]([O-])c1ccc(CSc2nnc3ccccn23)cc1	-2	-8	2	0.98	-14	0.88	1	-7	12
CC(C)Cn1c2c(c(O)c(C(=O)Nc3nccs3)c1=O)CCCC2	-1	55*	2	0.98	34	0.94	37	43*	6
Nc1nnnn1CC(=O)OCc1cccc(Br)c1	-1	-1	1	0.99	-3	0.83	0	-1	17
CCc1cc(=O)oc2cc(C)cc(OCC(=O)N3CCC[C@@H]3C(=O)O)c12	-29	-4	7	0.93	0	0.8	3	-14	20
COc1ccc(CC(=O)NCc2nnc(SCC(=O)c3ccc(OC)cc3)n2C)cc1	-8	17	-10	1.1	-22	0.97	-17	7	3
NC(=O)C1=C[C@H](C2CCCCC2)C[C@H](OCc2ccc(CO)cc2)O1	-13	15	5	0.95	-2	0.83	17	16	17
CC(C)(CO)NC(=O)CC1C(=O)NCCN1CC(c1ccccc1)c1ccccc1 (centres undefined)	-4	14	0	1	17	1.3	11	17	-27
O=C(COc1ccccc1)Nc1ccccc1C(=O)NCc1ccco1	-10	13	-6	1.1	9	1.1	15	31	-6
Cc1nn(C)c(Oc2ccccc2)c1[N+](=O)[O-]	-4	-12	-2	1	-8	0.78	-11	-5	22
CCC(=O)Nc1ccc(Cl)c(NC(=S)NC(=O)c2ccco2)c1	-17	10	-8	1.1	3	0.91	22	25	9
O=C(NCc1ccccc1)C1=C[C@H](C2CCCCC2)C[C@H](OCc2ccc(CO)cc2)O1	9	-3	-4	1	21	0.82	32	1	18
Cc1c(C(=O)N2CCN(c3ccc(F)cc3)CC2)sc2nc(-c3ccccc3)cn12	-2	-7	4	0.96	1	1.1	15	11	-8
Cc1cc(N2CCCCC2)n2ncc(-c3ccc(Cl)cc3)c2n1	6	30	-6	1.1	21	0.89	11	34	11
CS(=O)(=O)N1CCC(Oc2cccc(C(=O)NCCCC3CCCC3)c2)CC1	-6	8	-13	1.1	10	1.2	20	27	-24
CCOc1ccc(C(=O)CCNC(Cc2cnc[nH]2)C(=O)O)cc1 (centres undefined)	-4	-4	-2	1	-29	0.97	22	-10	3
CCOc1ccc(C(=O)/C=C/Nc2ccc(S(=O)(=O)N=C(N)N)cc2)cc1	11	-34	-9	1.1	-160	0.93	16	-14	7
COC(=O)c1c(-c2ccc(OC)cc2)sc2cc(OC)c(OC)cc12	-6	9	4	0.96	17	0.9	30	-7	10
Cc1cc(C)n2nc(SCN3C(=O)c4ccccc4C3=O)nc2n1	-1	-8	-4	1	-8	1	13	-13	-3
CC(C)(C)c1ccccc1NC(=O)CN1C(=O)NC2(CCCC2)C1=O	-4	6	-4	1	0	0.96	4	-9	4
COC(=O)CSc1cnc2ccccc2n1	0	-3	-5	1.1	3	0.92	3	16	8
CCCc1nc2ccccc2c(C(=O)OCC(=O)NC2CC2)c1CC	-28	3	2	0.98	-6	0.91	19	-3	9
Oc1ccccc1-c1nnc(-c2ccc(C(F)(F)F)cc2)o1	-6	33	3	0.97	13	1.1	0	29	-6
O=C(NN=C1CCCCCC1)C(=O)Nc1cccc(Br)c1	6	7	8	0.92	9	1.2	-6	20	-19
COc1cc2nc(CN3CCC(Cc4ccccc4)CC3)[nH]c(=O)c2cc1OC	-18	16	4	0.96	-6	1.1	3	34	-10
CCOc1ccc(S(=O)(=O)N2CCC(C(=O)NCc3ccncc3)CC2)cc1	2	4	5	0.95	-13	0.93	13	1	7
CC(C)C(=O)NC(c1ccco1)c1ccc2cccnc2c1O (centres undefined)	-5	18	-4	1	-9	1.3	14	26	-32
Cc1sc2nc(CSCC(=O)N(C)c3ccccc3)[nH]c(=O)c2c1C	-2	15	27	0.73	11	1	4	31	-1
COc1ccccc1C1/C(=C(/O)c2ccccc2)C(=O)C(=O)N1CCO (centres undefined)	-2	-18	-14	1.1	17	0.99	15	7	1
CN(c1ccc([N+](=O)[O-])cc1/C=N/NC(=O)COc1ccccc1)C1CCCCC1	-2	10	4	0.96	9	0.97	6	6	3

Some of these compounds in order of count of non-hydrogen atoms, rising.
SMILES	ATG4B inhibitor	TIM10 inh	mIAP block	mIAP activ	Apaf-1 inh	hIAP activ	NLRP3 yeast inh	tim10-1 inh	hIAP block
COC(=O)CSc1cnc2ccccc2n1	0	-3	-5	1.1	3	0.92	3	16	8
O=C(NN=C1CCCCCC1)C(=O)Nc1cccc(Br)c1	6	7	8	0.92	9	1.2	-6	20	-19
Oc1ccccc1-c1nnc(-c2ccc(C(F)(F)F)cc2)o1	-6	33	3	0.97	13	1.1	0	29	-6
CC(C)C(=O)NC(c1ccco1)c1ccc2cccnc2c1O (centres undefined)	-5	18	-4	1	-9	1.3	14	26	-32
Cc1cc(C)n2nc(SCN3C(=O)c4ccccc4C3=O)nc2n1	-1	-8	-4	1	-8	1	13	-13	-3
CCCc1nc2ccccc2c(C(=O)OCC(=O)NC2CC2)c1CC	-28	3	2	0.98	-6	0.91	19	-3	9
COc1ccccc1C1/C(=C(/O)c2ccccc2)C(=O)C(=O)N1CCO (centres undefined)	-2	-18	-14	1.1	17	0.99	15	7	1
CCOc1ccc(C(=O)/C=C/Nc2ccc(S(=O)(=O)N=C(N)N)cc2)cc1	11	-34	-9	1.1	-160	0.93	16	-14	7
CCOc1ccc(S(=O)(=O)N2CCC(C(=O)NCc3ccncc3)CC2)cc1	2	4	5	0.95	-13	0.93	13	1	7
COc1cc2nc(CN3CCC(Cc4ccccc4)CC3)[nH]c(=O)c2cc1OC	-18	16	4	0.96	-6	1.1	3	34	-10
CN(c1ccc([N+](=O)[O-])cc1/C=N/NC(=O)COc1ccccc1)C1CCCCC1	-2	10	4	0.96	9	0.97	6	6	3

Continuation.
SMILES	ATG4B inhibitor	TIM10 inh	mIAP block	mIAP activ	Apaf-1 inh	hIAP activ	NLRP3 yeast inh	tim10-1 inh	hIAP block
O=C(CNC(=S)NC(=O)c1ccc(F)cc1)c1ccccc1	8	-6	8	0.92	-7	1.1	19	20	-11
CCOc1ccc(NC(=O)C/C(C)=N/NC(=O)COc2ccc(Br)cc2C)cc1	-17	9	6	0.94	31	0.94	1	-8	6
CCOC(=O)c1cc(-c2ccc(OC)cc2)n(CCC(=O)NC2CCN(Cc3ccccc3)CC2)c1C	-5	15	0	1	-4	1.1	11	16	-9
C#CCOCCOCCOCCNc1nc(N2CCN(C(=O)C([C@@H](C)CC)n3cc(C(N)CO)nn3)CC2)nc(N2CCN(C(=O)[C@H](CCC(=O)O)n3cc(C(N)[C@H](C)CC)nn3)CC2)n1 (some centres undefined)	/	10	5	0.95	1	1.1	-21	2	-13
CC(=O)Nc1nnc(-c2c(-c3ccccc3Cl)noc2C)o1	7	4	7	0.93	2	0.99	13	-2	1
Cc1ccc(-c2c[n+](CC(=O)Nc3ccc(C)cc3C)c3n2CCC3)cc1	-1	1	-10	1.1	-10	1.8	19	4	-85
CC(C)NC(=O)COC(=O)c1ccc(Oc2ccccc2)cc1	-17	18	1	0.99	6	0.9	14	19	10
CC(CCc1ccccc1)NC(=O)c1cnc(Cl)c(Cl)c1 (centres undefined)	-4	-19	-8	1.1	15	0.89	11	-2	11
CCN(CC)S(=O)(=O)c1ccc(S(=O)(=O)N(CC(=O)Nc2ccccc2)Cc2ccco2)cc1	-14	-2	1	0.99	1	0.9	2	9	10
COc1cc(C2C3=C(CC(C)(C)CC3=O)N(C)C3=C2C(=O)CC(C)(C)C3)cc(Br)c1O	3	11	0	1	-10	1.5	13	11	-48

Some of the entries so far, with values under each structure:
Under each structure – ATG4B inhibitor	TIM10 inh	mIAP block	mIAP activ	Apaf-1 inh	hIAP activ	NLRP3 yeast inh	tim10-1 inh	hIAP block
CC(=O)Nc1nnc(-c2c(-c3ccccc3Cl)noc2C)o1
  7	4	7	0.93	2	0.99	13	-2	1
Cc1ccc(-c2c[n+](CC(=O)Nc3ccc(C)cc3C)c3n2CCC3)cc1
  -1	1	-10	1.1	-10	1.8	19	4	-85

(more compounds)
SMILES	ATG4B inhibitor	TIM10 inh	mIAP block	mIAP activ	Apaf-1 inh	hIAP activ	NLRP3 yeast inh	tim10-1 inh	hIAP block
CC(=O)c1ccc(/C=C/c2nc3ccccc3n2C)o1	7	11	-7	1.1	-3	0.98	-15	-9	2
CCC(C)(C)NC(=O)CN(C(=O)CCC(=O)Nc1ccccn1)c1ccc(F)c(Cl)c1	-12	29	-7	1.1	4	1	-1	24	-3
Cc1cccc(C)c1OCC(=O)Nc1cccc(NC(=O)c2ccco2)c1	48*	31	0	1	6	1	11	27	-2
C=CCn1c(-c2csc3c2CCC(C)C3)n[nH]c1=S (centres undefined)	32	43*	-5	1.1	2	0.93	30	30	7
CC(C)c1nc(CNC(=O)c2ccc(OC3CCN(Cc4ccccn4)CC3)cc2)cs1	1	9	3	0.97	-2	1.1	-9	15	-7
Cc1ccc(S(=O)(=O)NCCNC(C)c2ccc(Br)cc2)cc1 (centres undefined)	-3	4	-3	1	13	0.92	20	-2	8
CCCCC(=NCCc1c(C)[nH]c2ccc(OC)cc12)C1=C(O)CC(c2ccccc2)CC1=O (centres undefined)	9	2	7	0.93	1	1.1	9	7	-11
CC(C)Oc1ccc(C(CC(=O)N(C)CCC#N)c2ccc(F)cc2)cc1 (centres undefined)	-12	5	-3	1	5	1.1	9	28	-9
COc1ccc(N2CCN(Cc3cc(=O)oc4cc(C)c(Cl)cc34)CC2)cc1	-1	2	14	0.86	-6	1.1	3	13	-6
Cc1cc(C)cc(N(CC(=O)O)S(=O)(=O)c2c(C)noc2C)c1	0	4	-7	1.1	-18	1.1	18	1	-9
COc1ccc(C(=O)Nc2cc3c(cc2C#N)OCO3)cc1S(=O)(=O)N1CCN(C)CC1	0	4	4	0.96	-9	0.9	0	-11	10
CC(NC(=O)COC(=O)/C=C/c1ccc([N+](=O)[O-])cc1)c1ccccc1 (centres undefined)	-3	-14	4	0.96	9	1	11	24	-5
CCCCC(=O)Nc1cccc(NC(=O)c2ccc3c(c2)OCO3)c1	0	-28	-7	1.1	4	1.2	8	2	-16
O=CC1=C(N2CCOCC2)/C(=C/c2ccc(Cl)cc2)CC1	4	19	14	0.85	-8	0.76	19	29	24
Cc1onc(-c2ccccc2)c1C(=O)c1c[nH]c(C(=O)NCc2ccccn2)c1	1	9	8	0.92	0	0.9	-11	7	10
CCC(C)n1c(-c2cccc(S(=O)(=O)N(CC)CC)c2)n[nH]c1=S (centres undefined)	-8	13	6	0.94	-5	1.1	30	-2	-8
Cc1ccc(Nc2nc(C(=O)N3CCC(C(=O)NC(C)C)CC3)cs2)cc1	-10	-3	8	0.92	-18	0.94	1	12	6
C[C@@H]1CN([C@H](C)CO)C(=O)c2cc(NC(=O)Cc3ccccc3)ccc2O[C@H]1CN(C)Cc1ccc(Oc2ccccc2)cc1	56*	3	-27	1.3	38	1	1	-3	-2
CC(C)NC(=O)N(O)C1N(C(C)C)C(=O)N(Cc2ccc3c(c2)OCO3)C1(C)C (centres undefined)	4	4	-14	1.1	-3	1.1	-2	6	-10
COc1ccc(C(=O)N2CC(c3ccccc3)CC2=O)cc1 (centres undefined)	4	11	4	0.96	-9	1	22	12	-3
